Source: PubChem
RORgamma inh: inhibitors of mouse ROR gamma transcriptional activity; 310,000 compounds, 5.4% hits; Drosophila S2 Gal4-RORgamma UAS-luciferase reporter, 20 h; AID 2551; P51450; Potency, µM (highest dose often 53.6 µM), inactives show at the highest dose activity change, negative = inhibition, most hits filed as inhibitors; also: potency is read from the fitted curve at half-maximal effect; % is scaled to controls: 0 for no effect and ±100 for the full control effect; nearly all actives have a fitted effect of over 60% in size
Target sequence (P51450 whole entry, looked up, the tested form may be a part): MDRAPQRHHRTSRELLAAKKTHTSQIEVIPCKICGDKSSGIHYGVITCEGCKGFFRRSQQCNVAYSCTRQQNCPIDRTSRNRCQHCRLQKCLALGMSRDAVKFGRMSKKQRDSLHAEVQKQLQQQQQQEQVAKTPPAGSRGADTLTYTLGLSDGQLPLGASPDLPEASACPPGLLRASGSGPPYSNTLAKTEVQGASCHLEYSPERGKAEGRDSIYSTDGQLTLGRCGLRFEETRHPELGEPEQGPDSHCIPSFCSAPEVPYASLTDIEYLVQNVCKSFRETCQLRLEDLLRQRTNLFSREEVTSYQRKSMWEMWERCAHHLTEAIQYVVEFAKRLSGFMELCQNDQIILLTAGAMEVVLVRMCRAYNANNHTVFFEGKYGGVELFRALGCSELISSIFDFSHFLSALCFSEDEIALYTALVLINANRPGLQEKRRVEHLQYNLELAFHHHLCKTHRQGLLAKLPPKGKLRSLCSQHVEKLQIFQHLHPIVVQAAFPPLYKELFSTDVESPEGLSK
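A Gal4/UAS one-hybrid system in insect cells: metallothionein-promoter Gal4–ROR gamma fusion plus Photinus luciferase reporter. Copper sulfate 700 uM final, 20 hr ambient incubation, luminescent detection after 10 min with reagent.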
Gal4-VP16 FLuc: inhibits Gal4-VP16 luciferase reporter, ROR gamma counter-screen. AID 2546. Drosophila S2 Gal4-VP16 UAS-luciferase, luminescence, 20 h. Potency, µM (titrated, usually from 53.6 µM), without a hit: at the highest dose activity, negative = inhibition, hits mostly inhibitors. 310,000 compounds, 3.5% hits;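 also: Gal4-VP16 expression switched on by copper sulfate through the metallothionein promoter; potency is read from the fitted curve at half-maximal effect; % is scaled to controls: 0 for no effect and ±100 for the full control effect; nearly all actives have a fitted effect of over 50% in size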
Rab9 prom act: Rab9 promoter activation; Huh7 Rab9 promoter-luciferase reporter, luminescence, 24 h; Potency, µM (series often up to 9.22 µM), without a hit: top-dose activation, negative = inhibition, actives largely listed as activators; 320,000 compounds, 2.8% hits; also: potency is read from the fitted curve at half-maximal effect; % of control where 0% means no effect; nearly all actives have a fitted effect of over 60% in size
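Using Huh7 cells stably transfected with Rab9 promoter–luciferase, compounds were incubated 24 h at 37 °C, 5% CO2; luciferase luminescence was read 10 min after reagent addition.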
ELG1 repair inh: ELG1-dependent DNA repair inhibition; HEK293T ELG1-luciferase reporter, luminescence, 16 h; DNA damage induced by 5-fluorouridine; Potency, µM (top dose mostly 46.1 µM), inactives show top-dose activity change, negative = inhibition, most hits filed as inhibitors; 330,000 compounds, 2.3% hits; also: potency is read from the fitted curve at half-maximal effect; % is scaled to controls: 0 for no effect and ±100 for the full control effect; nearly all actives have a fitted effect of over 55% in size
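Luminescence from the luciferase reporter, measured 30 min after ONE-Glo reagent at room temperature, was the read-out. Beforehand, 2,000 cells per well were exposed for 16 hr at 37 °C to 5-fluorouridine together with compound or vehicle.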
FLuc counter: inhibits or activates purified firefly luciferase, miR-21 counter-screen. P08659. purified FLuc, Km substrates, luminescence inhibition. Potency, µM (top dose mostly 57.5 µM), for the others: top-dose activity change, negative = inhibition, hits mostly inhibitors. 360,000 compounds, 6.9% hits. AID 588342;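 also: potency is read from the fitted curve at half-maximal effect; plate controls were vehicle for no effect and reference inhibitor for full effect; nearly all actives have a fitted effect of over 55% in size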
Target sequence (P08659 whole entry, looked up): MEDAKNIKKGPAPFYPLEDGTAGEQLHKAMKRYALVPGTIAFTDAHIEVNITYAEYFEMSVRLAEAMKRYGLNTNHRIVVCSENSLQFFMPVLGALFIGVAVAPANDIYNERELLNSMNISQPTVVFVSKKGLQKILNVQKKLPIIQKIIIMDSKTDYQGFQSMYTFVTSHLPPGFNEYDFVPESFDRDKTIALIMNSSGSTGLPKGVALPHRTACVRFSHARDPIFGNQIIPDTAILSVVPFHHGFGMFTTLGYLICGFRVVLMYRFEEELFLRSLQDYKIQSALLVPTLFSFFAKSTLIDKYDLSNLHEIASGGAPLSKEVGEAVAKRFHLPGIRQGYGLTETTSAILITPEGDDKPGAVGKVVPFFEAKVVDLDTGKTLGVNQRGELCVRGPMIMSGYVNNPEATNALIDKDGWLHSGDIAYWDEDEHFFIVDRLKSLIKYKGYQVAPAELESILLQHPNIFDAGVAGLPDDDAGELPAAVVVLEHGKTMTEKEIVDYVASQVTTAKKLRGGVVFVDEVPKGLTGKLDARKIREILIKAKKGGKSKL
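Purified P. pyralis luciferase, 10 nM final, with Km-level 10 uM D-luciferin and 10 uM ATP in 50 mM Tris acetate pH 7.5, 10 mM Mg acetate, 0.01% Tween-20, 0.05% BSA; 6-point qHTS titration about 60 µM downward; luminescence read.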
NPC1 promoter act: activates the NPC1 promoter; Huh7 NPC1 promoter luciferase reporter, 24 h; Potency, µM (titrated, usually from 9.22 µM), for inactives: at the highest dose activation, actives largely listed as activators; 320,000 compounds, 2.4% hits;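 also: potency is read from the fitted curve at half-maximal effect; % of control where 0% means no effect; nearly all actives have a fitted effect of over 60% in size; reporter is driven by a mutant NPC1 promoter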
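Luminescence read-out of NPC1 promoter-driven luciferase in stably transfected Huh7 cells; compounds delivered in DMSO and left 24 h at 37C, 5% CO2, qHTS titration format.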
MBNL1-CUG inh: MBNL1-poly(CUG) RNA binding inhibition | Q9NR56 | TR-FRET MBNL1-His/biotin-(CUG)12 binding, 665/545 ratio | Potency, µM (titrated, usually from 57.5 µM), for the others: at the highest dose activity change, negative = inhibition, usual class: inhibitors | 280,000 compounds, 0.036% hits; active = well fitted inhibition curve with a large enough effect in the signal ratio, with a control signal flat, not every such curve was filed as active; inconclusive = small, poorly fitted or top-dose-only effect, or effect the other way, or a change in a side signal; inactive = no such curve, though single readings can be large or run the other way; the % refers to the signal ratio; also: potency is read from the fitted curve at half-maximal effect; % is scaled to controls: 0 for no effect and ±100 for the full control effect
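MBNL1-His + Biotin-(CUG)12, cpd titration 92 nM–58 uM; Tb anti-His Ab 0.055 ng/ul, SA-XL665 5 nM (final); 60 min RT; ratiometric 665/545 nm, Ex 340 nm; normalized to buffer and full-complex controls.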
KCNH2 3.1 block: inhibitors of human KCNH2 3.1 potassium channel isoform; U2OS KCNH2 3.1, thallium flux FluxOr; hits give low values; activity change, % (tested at about 1.8 µM); 340,000 compounds, 0.95% hits;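 active = maximum activity change below -70%; inconclusive = maximum activity change from -70% to -50%; inactive = maximum activity change above -50%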;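 also: thallium influx rate constant from kinetic fluorescence after stimulation buffer; % is scaled to controls: 0 for no effect and ±100 for the full control effect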
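Channel expression came from 3.1 mutant virus (1.77 x 10^8 /mL) applied to suspended U2OS cells for 4 h. Flux was tracked with FluxOr dye plus Red40 quencher, and kinetic rate constants normalized to controls.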
Menin-MLL TR inh: menin-MLL binding inhibition, Texas Red mutant peptide | Menin + Texas Red MLL mutant peptide, fluorescence polarization | Potency, µM (highest dose often 61.6 µM), for inactives: top-dose FP activity change, negative = inhibition, most hits filed as inhibitors | 270,000 compounds, 0.23% hits | AID 1768; active = well fitted inhibition curve with a large enough effect in the polarisation, with a control signal flat, not every such curve was filed as active; inconclusive = small, poorly fitted or top-dose-only effect, or effect the other way, or a change in a side signal; inactive = no such curve, though single readings can be large or run the other way; the % refers to the polarisation; also: potency is read from the fitted curve at half-maximal effect; % of control where 0% means no effect; many of its hits are not listed in these tables
Mito fusion act: mitochondrial division inhibition or fusion activation. 320,000 compounds, 0.23% hits. AID 485298. S. cerevisiae fusion-defective mutant growth rescue, CellTiterGlo 48 h. Potency, µM (doses to about 46.1 µM), for the others: top-dose growth rescue (activation), most hits filed as activators;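 also: potency is read from the fitted curve at half-maximal effect; % of control where 0% means no effect; nearly all actives have a fitted effect of over 45% in size; temperature-sensitive fusion mutants such as fzo1-1 at 37 °C on non-fermentable ethanol glycerol medium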
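Temperature-sensitive fusion-defective S. cerevisiae (e.g. fzo1-1, mgm1-5) were grown with compound in YPEG medium (3% ethanol, 3% glycerol) for 48 hours at 37C. Growth rescue was measured as viability by CellTiterGlo luminescence after 10 minutes at ambient.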
PKM2 activator: increases activity of human pyruvate kinase M2; purified PKM2, Kinase-Glo ATP luminescence, activation; response scale: 0% is enzyme alone, no compound; Potency, µM (highest dose often 57.5 µM), without a hit: at the top dose activation, usual class: activators; 260,000 compounds, 0.34% hits; also: potency is read from the fitted curve at half-maximal effect; % is scaled to controls: 0 for no effect and ±100 for the full control effect; nearly all actives have a fitted effect of over 55% in size
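Purified hPK-M2 (>95%) run at intermediate activity with 0.1 mM ADP and 0.5 mM PEP in 50 mM imidazole pH 7.2, KCl, MgCl2; 1 h room temperature. ATP formed read by Kinase-Glo luminescence; normalized to uninhibited and no-enzyme controls.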
An asterisk follows results filed as active; ? = inconclusive; nt = no result given; [ ] = remark or other dose. Unless noted, calls follow the shape of the dose curve; as a rule, active = well fitted curve in the direction sought with a large enough effect; inconclusive = small, poorly fitted or top-dose-only effect, or another doubt; inactive = no such curve, though single readings can be large; an effect the other way counts as inactive or inconclusive.

Values run as follows: RORgamma inh	Gal4-VP16 FLuc	Rab9 prom act	ELG1 repair inh	FLuc counter	NPC1 promoter act	MBNL1-CUG inh	KCNH2 3.1 block	Menin-MLL TR inh	Mito fusion act	PKM2 activator
> CC(C)C(=O)Nc1nnc(SCC(=O)NCC2CCCO2)s1 (stereo unspecified)
→ 9%	1%	0%	4%	6%	-4%	nt	-85*	0%	2%	1%
> CCN(CC(=O)NCc1cccs1)C(=O)CCC(=O)c1ccc(F)cc1
→ nt	nt	7%	-1%	-12%	-4%	nt	11	nt	10%	nt
> COc1ccc2nc(NC(=O)CSc3n[nH]c(N)n3)sc2c1
→ nt	nt	?	?	9.5µM*	?	nt	-1	nt	3%	nt
> O=c1[nH]nc(Sc2ncnc3sccc23)n1CCc1ccccc1
→ 16µM*	?	2%	?	1%	1%	-4%	-3	-8%	4%	0%
> COc1cc(C2c3c(oc4ccccc4c3=O)C(=O)N2c2ccc(C)cn2)ccc1O (stereo unspecified)
→ -20%	-4%	-3%	18%	-2%	-2%	17%	-13	0%	16%	5%
> O=C(NCc1n[nH]c(=S)n1-c1cccc(Cl)c1)c1ccc(S(=O)(=O)N2CCCCC2)cc1
→ -7%	5%	6%	21%	5%	-2%	-4%	4	-4%	4%	-7%
> COc1cc(CNCCc2ccccc2)cc(Cl)c1OCc1ccccc1
→ ?	?	-2%	-21%	-3%	-1%	0%	-41	?	2%	-10%
> Cc1ccccc1-c1ccccc1N
→ 14%	18%	1%	?	-1%	-2%	-1%	nt	-14%	0%	-1%
> Cc1ccc(CN2CCN(/N=C/c3ccc(C)s3)CC2)cc1
→ -13%	-8%	-7%	-1%	4%	1%	nt	-29	-8%	1%	-1%
> COC(=O)c1ccc(NC(=O)C2CCCN2S(=O)(=O)c2ccc(OC)cc2)cc1 (stereo unspecified)
→ ?	-4%	-1%	?	1%	1%	-3%	6	6%	9%	0%
> CC(C)CCN(CCC(C)C)C(CO)(CO)CO
→ -32%	8%	4%	-16%	0%	0%	1%	25	10%	-13%	-3%
> CCOC(=O)c1cc2c(=O)n3cccc(C)c3nc2n(CCOC)c1=NC(C)=O
→ 1%	-3%	-6%	?	1%	0%	?	4	nt	-4%	-2%
> C[C@@H](NC(=O)c1nc[nH]c1C(=O)N[C@@H](Cc1ccccc1)C(=O)OCc1ccccc1)c1ccccc1
→ 5.6µM*	7.1µM*	-1%	-8%	0%	4%	5%	2	14%	0%	1%
> CN(Cc1ccccc1)C(=O)COC(=O)C1CCN(S(=O)(=O)c2cccs2)CC1
→ -2%	5%	2%	11%	-2%	-11%	-9%	3	0%	-1%	27%
> CCc1cc2ccccc2nc1SCC(=O)N1CCN(C(=O)c2ccco2)CC1
→ 2%	2%	-1%	-24%	0%	-4%	-12%	nt	-11%	8%	21%
> Cc1c(C(=O)N2CCCCC2)nn(-c2ccc(Cl)cc2)c(=O)c1C#N
→ 3%	14%	0%	-15%	3%	-5%	?	2	-8%	-6%	3%
> CCN1CCN(CC(O)COc2ccc(C(C)=O)cc2)CC1 (stereo unspecified)
→ -13%	0%	2%	?	0%	-3%	7%	9	-4%[11.7 µM]	3%	-19%
> c1ccc(COc2cccc(CNCc3ccccn3)c2)cc1
→ 11µM*	-19%	11%	-15%	?	1%	-3%	28	?	3%	-3%
> CC(=O)Nc1nc(NCc2ccccc2Cl)n(-c2ccccc2)n1
→ -18%	-12%	0%	-16%	-1%	-3%	-2%	4	-19%	-1%	nt
> COc1ccc(-c2cnnc(N/N=C/c3ccc(O)cc3)n2)cc1
→ 3%	0%	18%	?	1.7µM*	0%	?	-2	?	0%	18%
> CCCCn1c(N)c(N(CCOC)C(=O)c2cc(-c3ccco3)nc3ccccc23)c(=O)[nH]c1=O
→ nt	nt	-5%	9%	4%	1%	nt	-16	nt	-1%	nt
> Cc1cc(C)c(C#N)c(SCC(=O)Nc2ccccc2C(N)=O)n1
→ 5%	-2%	1.3µM*	?	12µM*	2µM*	?	-8	nt	1%	-4%
> CCOC(=O)C1C(=O)Nc2nc(C)nn2C1c1ccccc1 (stereo unspecified)
→ 30%	8%	-2%	5%	1%	1%	1%	-4	4%	-16%	9%
> S=C1NC[C@H](Cc2cccc3ccccc23)N1CC1CCCCC1
→ 0.71µM*	5µM*	-7%	-18%	-1%	-5%	6%	-12	nt	-24%	-3%
> O=C(NCc1cccs1)C1CCCN(S(=O)(=O)c2cnc[nH]2)C1 (stereo unspecified)
→ 1%	2%	2%	3%	0%	-1%	3%	-14	-1%	1%	9%
> Cc1ccc(NC(=O)N2CCN(C)CC2)cc1NC(=O)N1CCN(C)CC1
→ 6%	0%	1%	0%	-19%	-1%	4%	-34	nt	-1%	0%
> COc1ccc(/C=N/NC(=O)C2C3CCCCC32C)cc1OC (stereo unspecified)
→ 1%	-3%	-1%	15%	?	3%	3%	-28	-19%	-7%	-2%
> N#C/C(=C\c1ccco1)C(=O)Nc1ccc(S(N)(=O)=O)cc1
→ 11%	6%	-3%	-4%	-2%	-5%	14%	-3	9%	-5%	0%
> C(=N/N1CCN(c2ccccc2)CC1)/c1ccncc1
→ 1%	?	-8%	8%	-23%	-1%	6%	-3	15%	-8%	1%
> O=C1C(C2=NC(C(=O)O)C3C(=O)N(c4ccc(Cl)cc4)C(=O)C23)=C(O)c2ccccc21 (stereo unspecified)
→ ?	?	10%	9%	6.7µM*	-4%	19%	5	25%	-1%	-24%

Shown as labelled records: entries from further up.
COc1cc(C2c3c(oc4ccccc4c3=O)C(=O)N2c2ccc(C)cn2)ccc1O (stereo unspecified)
  RORgamma inh = -20%
  Gal4-VP16 FLuc = -4%
  Rab9 prom act = -3%
  ELG1 repair inh = 18%
  FLuc counter = -2%
  NPC1 promoter act = -2%
  MBNL1-CUG inh = 17%
  KCNH2 3.1 block = -13
  Menin-MLL TR inh = 0%
  Mito fusion act = 16%
  PKM2 activator = 5%
O=C1C(C2=NC(C(=O)O)C3C(=O)N(c4ccc(Cl)cc4)C(=O)C23)=C(O)c2ccccc21 (stereo unspecified)
  RORgamma inh = ?
  Gal4-VP16 FLuc = ?
  Rab9 prom act = 10%
  ELG1 repair inh = 9%
  FLuc counter = 6.7µM*
  NPC1 promoter act = -4%
  MBNL1-CUG inh = 19%
  KCNH2 3.1 block = 5
  Menin-MLL TR inh = 25%
  Mito fusion act = -1%
  PKM2 activator = -24%

Other records.
Values run as follows: RORgamma inh	Gal4-VP16 FLuc	Rab9 prom act	ELG1 repair inh	FLuc counter	NPC1 promoter act	MBNL1-CUG inh	KCNH2 3.1 block	Menin-MLL TR inh	Mito fusion act	PKM2 activator
> Nc1ccc(N=Nc2ccccc2)c2ccccc12
→ -2%	-2%	2%	15%	17µM*	?	13%	20	?	?	5%
> CC(OC(=O)c1cccc(-n2cnnn2)c1)C(=O)c1ccccc1 (stereo unspecified)
→ nt	nt	17%	?	3%	-2%	nt	-21	nt	0%	nt
> Cc1ccc(S(=O)(=O)N/N=C2/CC(c3ccccc3)Oc3ccccc32)cc1[N+](=O)[O-] (stereo unspecified)
→ -35%	?	3%	?	?	-3%	-2%	-10	?	0%	-11%
> Cc1cccc(CC(=O)Nc2cc(=O)n(C)c(=O)n2C)c1
→ 44%	12%	-5%	?	-1%	-1%	-3%	9	-6%	3%	?
> COCCn1nnnc1CN(Cc1cc2cc(OC)c(OC)cc2[nH]c1=O)C1CCCC1
→ 0%	0%	4%	?	-4%	4%	?	25	-16%	11%	-6%
> CCN(CC(=O)Nc1ccc2c(c1)OCCO2)C(=O)CCc1ccccc1Cl
→ nt	nt	-5%	0%	0%	-3%	nt	-20	nt	4%	nt
> CSCCC(NC(=O)COc1ccccc1)C(=O)N(C)CC(=O)Nc1ccc(C)cc1 (stereo unspecified)
→ nt	nt	-5%	0%	-1%	-2%	nt	-2	nt	-3%	nt

Some of the compounds tested. The share of hits here may be higher or lower than overall.
